Compound activity deposited in PubChem BioAssay by National Center for Advancing Translational Sciences (NCATS).
HCV inh – blocks hepatitis C virus | actives 3.4% (n = 340,000) | Huh7.5.1 HCVcc-Cre infection, luciferase reporter, 44 h | Potency, µM (highest dose often 41.8 µM), inactives show at the highest dose activity change, negative = inhibition, usual class: inhibitors; also: potency is read from the fitted curve at half-maximal effect
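Infectious HCV cell culture screen: compound-treated cells (1,000/well, pre-plated 4 h) are infected with HCVcc-Cre at roughly 0.5 moi and grown 44 h. Infection is quantified by luciferase signal after 15 min substrate incubation at room temperature.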
FBPA Giardia inh – inhibitors of Giardia lamblia fructose-1,6-bisphosphate aldolase; A8B2U2; purified Giardia FBPA; Potency, µM (series often up to 59.6 µM), inactives show at the top dose activity, negative = inhibition, usual class: inhibitors; actives 0.71% (n = 290,000); also: potency is read from the fitted curve at half-maximal effect; nearly all actives have a fitted effect of over 55% in size
Target sequence (A8B2U2 whole entry, looked up): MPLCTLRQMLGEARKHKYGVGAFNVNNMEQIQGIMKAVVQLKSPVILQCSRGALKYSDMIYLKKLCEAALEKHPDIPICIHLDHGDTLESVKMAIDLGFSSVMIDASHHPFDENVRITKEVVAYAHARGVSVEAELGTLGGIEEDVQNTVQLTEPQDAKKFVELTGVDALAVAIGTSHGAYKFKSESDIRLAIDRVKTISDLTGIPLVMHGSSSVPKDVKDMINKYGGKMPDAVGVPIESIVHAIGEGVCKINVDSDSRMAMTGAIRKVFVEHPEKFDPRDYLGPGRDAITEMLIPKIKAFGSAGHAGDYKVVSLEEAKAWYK
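Giardia FBPA (40 nM reagent) was preincubated 10 min at RT with compound (up to 57.5 uM final), then substrate plus GAPDH/TPI/NAD/arsenate coupling system with diaphorase/resazurin was added; resorufin fluorescence (525/598 nm) was read after 20 min.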
AmpC detergent – inhibitors of E. coli AmpC beta-lactamase with detergent. AmpC hydrolysis of nitrocefin, absorbance 480 nm, 0.01% Triton. Potency, µM (titrated, usually from 114 µM), for inactives: top-dose activity change, negative = inhibition, usual class: inhibitors. actives 0.041% (n = 370,000);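 also: potency is read from the fitted curve at half-maximal effect; 0% = no-compound wells and -100% = no-enzyme wells; nearly all actives have a fitted effect of over 25% in size; some results filed as inactive show a strong effect at the top dose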
Target sequence (P00811 whole entry, looked up): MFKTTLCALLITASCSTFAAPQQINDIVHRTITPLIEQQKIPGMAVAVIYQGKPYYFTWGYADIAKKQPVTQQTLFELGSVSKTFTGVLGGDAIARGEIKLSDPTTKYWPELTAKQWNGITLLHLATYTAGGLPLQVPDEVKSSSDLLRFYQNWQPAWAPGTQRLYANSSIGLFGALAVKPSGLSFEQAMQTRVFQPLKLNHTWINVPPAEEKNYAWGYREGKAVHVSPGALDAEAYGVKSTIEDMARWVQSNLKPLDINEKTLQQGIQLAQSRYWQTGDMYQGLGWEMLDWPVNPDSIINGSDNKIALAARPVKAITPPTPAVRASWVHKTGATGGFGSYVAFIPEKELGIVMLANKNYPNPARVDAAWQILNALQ
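20 mM phosphate pH 7.0 + 0.01% (detergent screen) or 0.0001% Triton X-100; 5.3 nM AmpC reagent; cpd preinc 15 min RT; nitrocefin (800 uM stock) to start; A480 q20 s × 4 min; Activity was normalised to no-enzyme and no-compound control wells.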
Sm TGR block – S. mansoni TGR enzyme inhibition; Q962Y6; purified TGR, DTNB reduction, TNB absorbance 405 nm; Potency, µM (doses to about 114 µM), inactives show at the highest dose activity change, negative = inhibition, most hits filed as inhibitors; actives 3% (n = 360,000); AID 485364; also: potency is read from the fitted curve at half-maximal effect; nearly all actives have a fitted effect of over 60% in size
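Kinetic colorimetric format: TGR-catalysed, NADPH-driven DTNB reduction monitored via TNB absorbance. Enzyme dispensed at 20 nM; compound exposure 15 min at room temperature before reaction start.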
AMA1 RON2 block – inhibitors of Plasmodium falciparum AMA1-RON2 interaction | AlphaScreen AMA1-biotinylated RON2 peptide binding | Potency, µM (highest dose often 58.2 µM), without a hit: at the top dose activity change, negative = inhibition, hits mostly inhibitors | actives 0.2% (n = 360,000) | AID 720542;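 also: potency is read from the fitted curve at half-maximal effect; 0% = vehicle wells and -100% = peptide control; nearly all actives have a fitted effect of over 45% in size; some results filed as inactive show a strong effect at the top dose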
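AMA1 (3D7) with his tag at 25 nM final met compounds first, then biotinylated RON2 peptide at 25 nM; detection used donor plus acceptor beads, 10 µg/mL apiece, read by AlphaScreen after 30 min at room temperature.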
HCMV inh – human cytomegalovirus inhibition. HFF cells, HCMV-luciferase reporter, 72 h; hits give low values. activity change, negative = inhibition, % at 57.5 µM. actives 4.5% (n = 410,000). AID 1259415; in the data active = activity change below about -60%; inconclusive = no clear call, values can overlap the other calls; inactive = above about -39%
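Human foreskin fibroblasts infected with luciferase-reporter HCMV at MOI 1 PFU/cell, compounds at two doses. Luciferase measured 72 h post infection; normalized to buffer-only basal and Salinomycin (10uM) controls.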
The depositor's hits bear a star; ? = inconclusive; . = not tested or not shown; & = joins results of further samples; [ ] = another dose, or the depositor's remark. Unless noted, calls follow the shape of the dose curve; as a rule, active = well fitted curve in the direction sought with a large enough effect; inconclusive = small, poorly fitted or top-dose-only effect, or another doubt; inactive = no such curve, though single readings can be large; an effect the other way counts as inactive or inconclusive. Unless noted, % is scaled to controls: 0 for no effect and ±100 for the full control effect.

SMILES	HCV inh	FBPA Giardia inh	AmpC detergent	Sm TGR block	AMA1 RON2 block	HCMV inh
O=C(Nc1ccc(F)c(Cl)c1)c1cncs1	7.1%	-0.7%	4.8%	7.7%	12.0%	39.4
O=C1CCN(C(=O)c2cccs2)c2ccccc21	1.9%	-10.4%	?	6.0%	-10.6%	-15.5
C#CCOCCOCCOCCNc1nc(N2CCN(C(=O)Cn3cc(CCCCN)nn3)CC2)nc(N2CCN(C(=O)[C@H](CCCCN)n3cc(CCC(=O)O)nn3)CC2)n1	19.6%	.	-1.2%	0.4%	-1.8%	-6.3
CCOC(=O)c1ccc(NC(=O)CCc2ccc(C)o2)cc1	-21.4%	1.6%	?	-31.2%	1.4%	5.7
Clc1ccc(-c2csc(Nc3ccccc3)[n+]2Cc2ccco2)c(Cl)c1	?	-14.5%	5.4%	?	?	-37.6
CN(C)C(=O)/C(=C\c1ccncc1)NC(=O)c1ccccc1	9.6%	2.5%	7.3%	0.0%	-8.8%	-37.9
COc1ccc(S(=O)(=O)Nc2ccc(S(=O)(=O)N3CCOCC3)cc2)cc1C	-1.8%	7.8%	-1.6%	-1.1%	-18.3%	11.7
O=C(CNS(=O)(=O)c1cccc2nsnc12)NCc1ccc(Cl)cc1	10.9%	-20.6%	1.5%	-22.2%	-1.7%	16.6
NS(=O)(=O)c1ccc(NC(=O)C2CCCN(S(=O)(=O)c3ccc(F)cc3)C2)cc1 (configuration not stated)	21.6%	-5.9%	?	-1.5%	-5.3%	-6.1
O=C1/C(=C/c2cccs2)SC(=S)N1C1CCS(=O)(=O)C1 (configuration not stated)	-14.0%	-0.3%	-7.6%	6.5%	-22.0%	-80.8*
CN(C)S(=O)(=O)c1cc(NC(=O)C[N+]23CCN(CC2)CC3)ccc1Cl	1.3%	-0.6%	-7.4%	2.6%	-16.4%	-36.8
Cc1ccccc1NC(=O)Cc1nc(COC(=O)COc2cccc(C)c2C)cs1	?	.	-14.5%	-2.6%	0.4%	3.8
CC(C)(C)c1ccc(C(=O)NNC(=O)c2ccncc2)cc1	-2.2%	-3.7%	-6.9%	-13.5%	53.4%[activator]	-3.4
CCC(C)NCC(O)COCc1ccc(Cl)cc1 (configuration not stated)	?	-9.9%	?	-11.0%	-1.0%	68.2
COc1ccc(S(=O)(=O)N(C)c2ccc(C(=O)N3CCOCC3)cc2)cc1OC	7.7%	0.1%	-17.6%	2.7%	1.4%	-1.9
Cc1cc(C(=O)COc2ccc(C#N)cc2)c(C)n1-c1ccc2c(c1)OCO2	-19.8%	-0.1%	?	2.7%	-12.0%	-65.7*
COc1cccc(CN(C)C(=O)CN2C(=O)NC(c3ccccc3)(c3ccccc3)C2=O)c1OC	-19.3%	.	-12.0%	-6.8%	-0.5%	120.2
CN1CCN(C(=O)/C(=C/c2ccc(F)cc2)c2ccsc2)CC1	-0.8%	-8.7%	-5.4%	-0.6%	-1.9%	-28.3
Brc1ccccc1/C=N/N1CCCCC1	33.9%[activator]	0.9%	3.2%	-6.2%	-8.4%	.
CN(CC(=O)Nc1cccc(S(=O)(=O)NC2=NCCC2)c1)Cc1ccccc1Cl	-1.9%	.	-5.1%	-4.4%	15.3%	2.1
CCOc1ccc(C2N(c3cc(C)on3)C(=O)C3CCCN32)cc1OC (configuration not stated)	8.3%	-0.3%	-1.6%	15.2%	21.4%	-19.9
O=C(NCCN1CCOCC1)Nc1ccc(F)cc1	?	-0.1%	4.9%	.	-0.5%	-23.5
Cn1cnnc1SCC(=O)NC1CCCCCC1	16.2%	.	-8.2%	7.2%	13.0%	20.0
O=C(/C=C/c1ccc(F)cc1)NC(=S)NNC(=O)c1cnccn1	?	21.6%	0.9%	-8.8%	6.3%	23.7
O=C(CSc1ncccc1C(=O)O)NCc1ccc(F)cc1	2.9%	7.1%	-16.8%	6.7%[11.4 µM]	4.0%	28.9
CS(=O)(=O)Nc1ccc(Br)cc1C(=O)c1ccccc1	2.9%	14.3%	2.0%	-17.1%	-9.5%	18.6
COc1ccc(-c2nc(N)n(C(=O)c3ccccc3)n2)cc1	11.6%	4.4%	-6.5%	4.8%	-20.3%	3.2
O=C(O)C1C(C(=O)Nc2ccc(Cl)cc2)C2C=CC1C21CC1 (configuration not stated)	2.1%	8.1%	4.3%	7.0%	-3.9%	3.7
CC1CCN(C(CNS(=O)(=O)c2ccccc2)c2ccccc2)CC1 (configuration not stated)	0.5%	.	-2.7%	-3.6%	-12.1%	35.7
CCOC(=O)c1c(C)c(C(=O)Nc2ccc(F)cc2)c(C)n1C	-14.0%	0.0%	-8.5%	-29.7%	10.0%	-14.6
CCOC(=O)c1c(NC(=O)COC(=O)Cn2cnc3ccccc32)sc(C)c1C	?	-3.7%	-6.8%	3.1%	4.6%	18.1
CCn1c(=O)cc(SCC(=O)NCCc2cc(OC)ccc2OC)c2ccccc21	.	.	8.4%	1.6%	.	-15.1
O=C(NCc1ccccc1F)c1ccc(S(=O)(=O)N2CCCCCC2)cc1	-25.5%	.	-2.0%	-22.6%	-5.5%	?
S=C(Nc1ccc2nc(-c3ccccn3)c(-c3ccccn3)nc2c1)N1CCOCC1	?	?	8.1%	-19.8%	40.3%[activator]	-23.2
Cc1cc(S(=O)(=O)N2CCCOC2CNC(=O)C(=O)NCCc2ccco2)ccc1F (configuration not stated)	0.6%	.	-2.0%	-15.9%	10.2%	13.9
CC(C)(C)c1ccc(/C=C2\SC(=O)N=C2N)cc1	8.3%	8.8%	2.5%	3.5%	-3.7%	100.5
O=C1CCCC/C1=C/Nc1cccc(C(F)(F)F)c1	2.2%	-21.1%	1.0%	.	-12.0%	-29.4
CS(=O)(=O)N(CC(=O)NN=C1CCCCCC1)c1ccc(Oc2ccccc2)cc1	?	-1.6%	10.2%	-0.7%	12.1%	-37.4
Cc1ccc(NC(=O)CCC(=O)OCC(=O)c2ccc(Oc3ccc([N+](=O)[O-])cc3)cc2)cc1	-9.4%	-4.1%	-22.4%	-4.5%	-9.3%	-4.5
CCn1c(CC(=O)Nc2ccccc2)nnc1SCC(=O)Nc1ccccc1C(=O)OC	2.4%&-11.5%	4.8%	1.5%	0.4%	5.1%	31.1
Cn1c(SCC(=O)N2CCCCCC2)nnc1-c1ccco1	-4.9%	-1.6%	?	-14.1%	9.1%	-6.5
O=C(N=C1SC2CS(=O)(=O)CC2N1CCc1ccccc1)C1CC1 (configuration not stated)	8.6%	-6.7%	4.3%	4.4%	-8.0%	?
CC(Sc1ccc(Cl)cc1)C(=O)Nc1ccc2c(c1)OCO2 (configuration not stated)	-5.9%	-2.7%	-4.7%	5.6%	-19.6%	-12.8
CC1(C)OC(c2ccccc2)=C/C(=C/C=C2C(=O)NC(=O)NC2=O)O1	12.1%	-4.7%	-7.6%	-0.8%	1.3%	8.5
COc1ccc(CCNC(=O)CCc2ccc(OC)cc2)cc1	7.9%	16.3%	-0.5%	-0.8%	-2.5%	.

Three entries already listed, sorted by length of the SMILES, high to low:
SMILES	HCV inh	FBPA Giardia inh	AmpC detergent	Sm TGR block	AMA1 RON2 block	HCMV inh
Cc1cc(S(=O)(=O)N2CCCOC2CNC(=O)C(=O)NCCc2ccco2)ccc1F (configuration not stated)	0.6%	.	-2.0%	-15.9%	10.2%	13.9
O=C(N=C1SC2CS(=O)(=O)CC2N1CCc1ccccc1)C1CC1 (configuration not stated)	8.6%	-6.7%	4.3%	4.4%	-8.0%	?
Cn1c(SCC(=O)N2CCCCCC2)nnc1-c1ccco1	-4.9%	-1.6%	?	-14.1%	9.1%	-6.5

An excerpt of these results, field by field.
CCOC(=O)c1c(NC(=O)COC(=O)Cn2cnc3ccccc32)sc(C)c1C
  HCV inh = ?
  FBPA Giardia inh = -3.7%
  AmpC detergent = -6.8%
  Sm TGR block = 3.1%
  AMA1 RON2 block = 4.6%
  HCMV inh = 18.1

NS(=O)(=O)c1ccc(NC(=O)C2CCCN(S(=O)(=O)c3ccc(F)cc3)C2)cc1 (configuration not stated)
  HCV inh = 21.6%
  FBPA Giardia inh = -5.9%
  AmpC detergent = ?
  Sm TGR block = -1.5%
  AMA1 RON2 block = -5.3%
  HCMV inh = -6.1

O=C(NCc1ccccc1F)c1ccc(S(=O)(=O)N2CCCCCC2)cc1
  HCV inh = -25.5%
  FBPA Giardia inh = .
  AmpC detergent = -2.0%
  Sm TGR block = -22.6%
  AMA1 RON2 block = -5.5%
  HCMV inh = ?

CN(CC(=O)Nc1cccc(S(=O)(=O)NC2=NCCC2)c1)Cc1ccccc1Cl
  HCV inh = -1.9%
  FBPA Giardia inh = .
  AmpC detergent = -5.1%
  Sm TGR block = -4.4%
  AMA1 RON2 block = 15.3%
  HCMV inh = 2.1

The results go on:
SMILES	HCV inh	FBPA Giardia inh	AmpC detergent	Sm TGR block	AMA1 RON2 block	HCMV inh
Cc1ccc(CNC(=O)C(=O)NCC(c2cccs2)S(=O)(=O)c2ccc(C)cc2)cc1 (configuration not stated)	.	.	?	?	.	-7.8
Cc1ccc(-n2ncc3c(Nc4cccc(C(F)(F)F)c4)ncnc32)cc1C	.	.	7.9%	21.4%	.	-64.8*
CCOC(=O)N1CCN(Cc2nc3c(c(=O)n(C)c(=O)n3C)n2CCCc2ccccc2)CC1	-12.6%	9.1%	?	1.9%	-11.5%	78.6
Cc1ccc(CN(c2ccc(C(=O)Nc3ccc4c(c3)OCO4)cc2)S(C)(=O)=O)cc1	.	-14.1%	1.0%	0.0%	-1.8%	3.2
COC(=O)C1CCN(C(=O)Cc2ccc(Br)cc2)CC1	?	7.9%	-0.1%	5.8%	8.7%	-1.2
O=C(Nc1ccc2c(c1)OCO2)N1CCCC1	4.8%	-2.2%	-14.3%	-2.0%	-2.8%	-7.2
CCOC(=O)CCCCCC(=O)Nc1ccc2c(c1)CC(=O)N([C@@H](C)CO)C[C@H](C)[C@@H](CN(C)Cc1ccccc1)O2	0.7%	.	.	.	-6.8%	-0.2
O=C(CCCCl)Nc1nc(-c2ccc3c(c2)OCCO3)cs1	-10.3%	-16.1%	?	3.8%	-4.0%	117.2
Cc1cc(C)c2nc(NNC(=O)c3ccc(S(=O)(=O)N4CCCC(C)C4)cc3)sc2c1 (configuration not stated)	7.94µM*	?	?	-12.2%	40.0%[activator]	-98.5*
Cc1ccc(NC(=O)CSc2nnc(Cc3csc(C)n3)o2)c(C)c1	2.3%	.	-3.6%	-8.1%	-10.8%	-4.1
COc1ccc(S(=O)(=O)N[C@@H](C)C(=O)OCC(=O)Nc2cc3oc4ccccc4c3cc2OC)cc1	6.31µM*	-7.5%	-8.3%	0.5%	-0.9%	87.1
NC1=NC(=O)/C(=C/c2cccc(F)c2)S1	10.9%	6.4%	1.6%	13.5%	-4.6%	-26.3
CCc1cccc(NC(=O)CCCN2C(=O)NC(C)(C)C2=O)c1	-1.3%	.	-9.1%	-19.5%	5.4%	-8.5

Compounds as they come. Share with any hit: about 9.3%.
